# HT1080NT lethal: kills 2HG-producing HT-1080-NT fibrosarcoma cells. AID 686970. HT-1080-NT fibrosarcoma viability, CellTiter-Glo ATP luminescence, 48 h. Potency, µM (series often up to 46.1 µM), for the others: at the top dose activity, negative = less viability, actives largely listed as cytotoxic. 360,000 tested, 1.6% active;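 further: NT is the 2HG producing partner of a matched IDH1 knockdown line; potency means the concentration at half of the fitted maximal effect; 0% = DMSO-treated cells and -100% = media-only wells without cells; nearly all actives have a fitted effect of over 55% in size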
#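 HT-1080-NT; 750 cells/well; 5% FBS RPMI; 48 h compound, 37 degrees C; CellTiter-Glo luminescence; curve fitting and curve-class assignment.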
# DRD3 agonist: D3 dopamine receptor (human) agonism | P35462 | D3R DiscoveRx beta-arrestin cells, luminescence, 90 min | max activation, % | 410,000 tested, 0.58% active | AID 652048; in the data active means max activation above about 30%; further: 0% is about no effect; mostly tested at two doses, the higher about 12 µM
# Target sequence (P35462 whole entry, looked up): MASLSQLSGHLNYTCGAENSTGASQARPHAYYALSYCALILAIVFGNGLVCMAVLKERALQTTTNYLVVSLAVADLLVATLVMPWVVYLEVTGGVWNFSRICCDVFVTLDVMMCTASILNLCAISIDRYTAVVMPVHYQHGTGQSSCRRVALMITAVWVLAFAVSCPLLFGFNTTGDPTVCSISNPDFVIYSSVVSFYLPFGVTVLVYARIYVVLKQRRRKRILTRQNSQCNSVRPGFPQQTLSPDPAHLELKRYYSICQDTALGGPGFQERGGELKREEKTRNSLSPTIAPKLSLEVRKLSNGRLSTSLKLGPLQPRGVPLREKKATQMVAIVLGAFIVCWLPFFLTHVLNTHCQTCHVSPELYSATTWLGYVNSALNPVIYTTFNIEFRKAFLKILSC
#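 Agonist-mode cell screen: cells plated at 1500/well and incubated overnight at 37 °C, then exposed to library compounds for 90 min at 37 °C. Detection reagent was added for 30–60 min at room temperature, and luminescence was read.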
# GLP-1R agonist: activates the human GLP-1 receptor; P43220; HEK293 GLP-1R CRE-luciferase, luminescence, 4-6 h; cells express a hypersensitive GLP-1R form; Potency, µM (doses to about 45.6 µM), inactives show at the highest dose activation, most hits filed as activators; 380,000 tested, 0.007% active; AID 624172; further: potency means the concentration at half of the fitted maximal effect; % of control where 0% means no effect
# Target sequence (P43220 whole entry, looked up): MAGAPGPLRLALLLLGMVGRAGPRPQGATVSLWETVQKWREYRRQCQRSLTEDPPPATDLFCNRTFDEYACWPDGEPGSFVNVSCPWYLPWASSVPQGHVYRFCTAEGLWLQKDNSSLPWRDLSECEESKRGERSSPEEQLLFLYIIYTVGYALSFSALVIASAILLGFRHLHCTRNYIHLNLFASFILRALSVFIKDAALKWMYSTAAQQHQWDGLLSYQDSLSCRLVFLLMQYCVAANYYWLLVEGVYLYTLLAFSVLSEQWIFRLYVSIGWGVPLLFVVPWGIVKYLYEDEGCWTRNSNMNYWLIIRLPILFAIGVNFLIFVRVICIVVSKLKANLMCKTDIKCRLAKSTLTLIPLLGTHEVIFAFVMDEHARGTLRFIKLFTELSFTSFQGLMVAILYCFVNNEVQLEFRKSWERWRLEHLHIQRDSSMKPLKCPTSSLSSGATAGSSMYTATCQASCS
# IL-1B inflam inh: inflammasome signaling inhibition, IL-1 beta readout | THP-1 LPS/ATP IL-1B secretion, AlphaLISA, 16 h; active compounds read low | activity change, % at 57.5 µM | 360,000 tested, 4.7% active | AID 743279; in the data active means activity change below about -50%; inconclusive means mostly about -30% to -49%; further: on the % scale 0 is the no-effect control and ±100 the full control effect
#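 Secreted IL-1B measured by AlphaLISA bead assay after 16 h compound exposure of THP-1 cells; compounds (final up to 57.5 uM) added 1 h before LPS (250 ng/mL) and ATP (1.25 mM) stimulation; lower signal means less secretion.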
# KB-V1 cytotox: kills drug-selected multidrug resistant KB-V1 cells | AID 1347076 | Potency, µM (top dose mostly 46.1 µM), for inactives: at the top dose activity change, negative = cytotoxicity, actives largely listed as cytotoxic | KB-V1 MDR cells viability, CellTiter-Glo, 72 h | 400,000 tested, 3.4% active; further: potency means the concentration at half of the fitted maximal effect; on the % scale 0 is the no-effect control and ±100 the full control effect; nearly all actives have a fitted effect of over 60% in size
#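 KB-V1 MDR subline cells in DMEM (phenol-red free, 10% FBS) exposed to compounds in qHTS concentration series for 72 h at 37 degrees C. Viability read by CellTiter-Glo luminescence; concentration-effect curves fitted after normalization and correction.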
# DRD3 antagonist: antagonists of human D3 dopamine receptor. AID 652054. D3R cells, DiscoveRx beta-arrestin luminescence, antagonist mode; active compounds read low. max response, negative = inhibition, %. 360,000 tested, 2.5% active; in the data active means max response below about -50%; inconclusive means no clear call, values can overlap the other calls; further: on the % scale 0 is the no-effect control and ±100 the full control effect; mostly tested at two doses, the higher about 12 µM
#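 Cells expressing the human receptor were seeded at 1500 cells/well, incubated overnight at 37 degrees C in 5% CO2, then exposed to library compounds with dopamine controls for 90 minutes at 37 degrees C before luminescent detection.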
# HT1080 IDH1KD tx: kills HT-1080 cells with IDH1 knockdown; AID 686971; Potency, µM (doses to about 46.1 µM), for the others: top-dose activity, negative = toxicity, most hits filed as cytotoxic; 360,000 tested, 2% active; HT-1080 IDH1 knockdown viability, ATP luminescence, 48 h;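 further: potency means the concentration at half of the fitted maximal effect; 0% = DMSO wells and -100% = cell-free medium wells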
#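 % activity derives from luminescence (CellTiter-Glo), normalised to DMSO and no-cell wells. HT-1080-IDH1KD cells, 750/well, had 48 h compound exposure at 37 °C.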
# SW480 rerep: DNA re-replication induction in SW480 cells; SW480 DNA re-replication, Hoechst DNA content imaging, 48 h; Potency, µM (titrated, usually from 46.1 µM), inactives show at the top dose re-replication activation, actives largely listed as activators; 340,000 tested, 1.8% active; AID 624297; further: potency means the concentration at half of the fitted maximal effect; % of control where 0% means no effect; nearly all actives have a fitted effect of over 55% in size
#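 Hoechst fluorescence of nuclei (405 nm excitation, 500-530 nm emission) measured by plate-scanning imager after 48 hr compound exposure at 37 C; re-replication scored as increased number of nuclei with elevated intensity.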
# KB-3-1 cytotox: kills parental KB-3-1 adenocarcinoma cells; KB-3-1 viability, CellTiter-Glo ATP luminescence, 72 h; Potency, µM (top dose mostly 46.1 µM), for inactives: at the highest dose activity change, negative = cytotoxic, usual class: cytotoxic; 400,000 tested, 1.4% active; further: potency means the concentration at half of the fitted maximal effect; on the % scale 0 is the no-effect control and ±100 the full control effect; nearly all actives have a fitted effect of over 60% in size
#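 KB-3-1 parental drug-naive adenocarcinoma cells in DMEM/10% FBS, incubated 72 h at 37 C with pin-transferred compounds across a concentration series. Viability by CellTiter-Glo luminescence; concentration-response curves fitted after normalization.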
# * marks the source's active call; other numbers are inactive results; ? = inconclusive; nt = not tested or not shown; [ ] = another dose, or the depositor's remark. Unless noted, the call rests on the fitted dose curve; in most records, active means well fitted curve in the direction sought with a large enough effect; inconclusive means small, poorly fitted or top-dose-only effect, or another doubt; inactive means no such curve, though single readings can be large; an effect the other way counts as inactive or inconclusive.
SMILES,HT1080NT lethal,DRD3 agonist,GLP-1R agonist,IL-1B inflam inh,KB-V1 cytotox,DRD3 antagonist,HT1080 IDH1KD tx,SW480 rerep,KB-3-1 cytotox
CCOC(=O)CC(C(=O)OCC)P(=O)(c1ccccc1)c1ccccc1 (configuration not stated),4%,-9,-21%,12,-34%,0,-1%,0%,9%
O=C1NC(=O)C(=Cc2ccc(Cl)cc2Cl)S1,?,2,-1%,-28,-15%,-4,-19%,-10%,?
COc1cc(NC(=O)C2CC(c3ccccc3O)=NO2)c(OC)cc1Cl (configuration not stated),18%,-3,-3%,21,1%,19,8%,3%,0%
CCCCn1c(N)c(N(CC(C)C)C(=O)CN2C(=O)C3CCCCC3C2=O)c(=O)[nH]c1=O (configuration not stated),2%,-1,2%,9,0%,12,-1%,-119%[inhibitor],-1%
CCOC(=O)C1(CC2CC2)CCN(C(=O)c2cccnc2C)CC1,-5%,-11,20%,24,-26%,2,-3%,-5%,1%
CN(C)C(CNC(=O)c1ccc(S(=O)(=O)Nc2ccccc2F)cc1)c1ccccc1 (configuration not stated),-5%,-33,1%,21,2%,0,1%,5%,18%
CC(C)Nc1ccc(Nc2ccnc3cc4ccccc4cc23)cc1,?,-26,-6%,-107*,?,-79*,5.2µM*,-51%[inhibitor],16µM*
CC(C)Cn1cnc2c(c(-c3ccccc3)c(-c3ccccc3)n2Cc2ccco2)c1=N,?,-2,-7%,-65*,?,-62*,16µM*,?,?
COc1ccccc1CN1CC(C(=O)NCc2cccc(Cl)c2)CCC1=O (configuration not stated),-15%,0,-5%,15,-2%,0,-1%,-17%,13%
CC(=O)c1ccc(NC(=O)CN2CCOCC2)cc1,-2%,14,-1%,6,?,9,7%,-3%,1%
CC1Sc2ccc(S(=O)(=O)CCC(=O)NCc3ccc(Cl)cc3)cc2NC1=O (configuration not stated),-14%,4,-3%,76,0%,-8,-16%,8%,-19%
COc1ccc(C2c3ccc(O)cc3Oc3ncn4nc(-c5ccccn5)nc4c32)cc1 (configuration not stated),-12%,-4,-1%,24,-7%,4,?,3%,-5%
COc1cc(C(=O)OCC(=O)NCC2CCCCC2)ccc1OCC(C)C,7%,12,7%,-2,-1%,6,4%,-79%[inhibitor],4%
O=C(CCNS(=O)(=O)c1ccccc1C(F)(F)F)Nc1ccncc1,6%,2,5%,11,0%,-4,2%,8%,0%
Cc1ccc(C(=O)c2cc(C)sc2NC(=O)CN2CCN(C(=O)c3ccco3)CC2)cc1,?,1,1%,-69*,?,13,?,?,1%
Cc1c(Br)c(C(F)(F)F)nn1CC(=O)NCCN1CCOCC1,1%,11,-1%,-6,15%,1,-1%[9.24 µM],2%,6%
CCOc1cc(OCC)cc(C(=O)N2CCC[C@H]2C(=O)N2CCC[C@H]2C(=O)N(C)Cc2ccccc2)c1,21%,6,-4%,17,-14%,-6,17%,nt,?
C[C@H](CO)N1C[C@H](C)[C@H](CN(C)C(=O)Nc2ccc(C(F)(F)F)cc2)Oc2ncc(Br)cc2C1=O,-10%,-14,7%,-7,8%,?,-4%,nt,0%
O=C(O)C1CCCN(S(=O)(=O)c2ccc(Cl)s2)C1 (configuration not stated),0%,4,-5%,4,15%,?,2%,-2%,10%
Cc1ccc(S(=O)(=O)N(C)C)cc1NC(=O)COC(=O)C1CCCC1,-8%,-10,2%,-8,-3%,-18,0%,-244%[inhibitor],0%
COc1ccccc1CCC(=O)OCC(=O)Nc1ccc(S(N)(=O)=O)cc1,14%,3,3%,47,3%,-9,18%,-9%,17%
NC(Cc1ccccc1)c1csc(Nc2ccc(C(=O)c3ccccc3)cc2)n1 (configuration not stated),?,-15,-3%,-69*,-18%,-21,?,nt,?
CCCCn1c(SCC(=O)N2CCCC2)nnc1-c1ccccc1,15%,0,-8%,3,-8%,1,8%,-2%,13%
CCn1c(C(=O)NCCCc2ccccc2)cc2sccc21,2%,-6,5%,-2,?,-22,-10%,0%,-3%
CC(C)CCOc1ccc(NC(=O)C2OC3OC(C)(C)OC3C3OC(C)(C)OC23)cc1 (configuration not stated),3%,2,1%,7,-1%,-10,5%,2%,-2%
N#Cc1c2c(c(NCc3cccnc3)n3c1nc1ccccc13)CCC2,-9%,-1,0%,-14,9%,-53*,-3%,29%,29%
CC(=O)Nc1ccc(NC(=O)c2cc(-c3ccc(C)c(C)c3O)n[nH]2)cc1,-5%,2,5%,?,?,-3,0%,-10%,4%
CC(C)(C)n1ncc2c(=O)n(CC(=O)N3CCN(c4ccccc4)CC3)cnc21,15%,2,9%,-4,-17%,0,13%,-2%,1%
O=C(NCCS(=O)(=O)N1CCN(c2ccccc2)CC1)C1CC1,-4%,-6,9%,12,-19%,10,0%,-7%,-1%
CCC(C)NC(=O)c1cc(CC(C)C)on1 (configuration not stated),-3%,-3,6%,7,0%,8,-2%,-15%,19%
O=C(Nc1ccc2c(c1)OCO2)Nc1ccc(Br)cn1,-25%,2,1%,-3,-30%,8,-23%,-4%,0%
C/C(N)=C(/C#N)C(=O)COC(=O)CCSc1ccccc1Cl,6%,4,-2%,23,6%,14,7%,2%,11%
Cc1ccc(OCCCCN2CCCCC2)c(C)c1,-2%,-6,-1%,-11,-4%,6,0%,?,14%
C/C(=N\NC(=O)C1CC1)c1ccc(OC(F)F)cc1OC(F)F,10%,6,6%,-6,?,0,17%,-7%,-21%
Cc1ccc(NNS(=O)(=O)c2ccc(C)cc2)cc1,-7%,-2,-1%,27,-23%,-25,-13%,?,-9%
COc1ccc(C2C(C(=O)Nc3ccc(OC)c(OC)c3)c3ccccc3C(=O)N2C)cc1 (configuration not stated),6%,-2,14%,69,?,6,-18%,17%,-18%
O=C(c1ccccc1)N1CCN(Cc2ccccc2C(F)(F)F)CC1,15%,0,1%,-15,?,-5,9%,1%,-10%
CC(=O)c1cccc(NC(=O)c2ccccc2N(Cc2ccccc2)S(C)(=O)=O)c1,3%,5,19%,-18,-14%,1,7%,-19%,8%
Cc1ccccc1OCCCCN1CCCCC1,20%,-19,10%,-4,-1%,-30,26%,-2%,-11%
CC(C1CCN(Cc2cn(C)nc2-c2cccc(Cl)c2)CC1)N1CCOCC1 (configuration not stated),0%,-17,-2%,-14,-15%,-16,1%,?,-1%
Cc1cc(C)c(NC(=O)COC(=O)c2nc3nccc(C)n3n2)c(Cl)c1,5%,-3,7%,11,0%,7,2%,nt,-1%
COc1cccc(SCc2noc(C(=O)NC(C)C)c2C(=O)O)c1,-9%,6,-1%,24,-7%,20,-10%,-17%,0%
OCc1ccccc1-c1cccc2nccn12,28%,0,3%,0,0%,0,14%,nt,0%
NS(=O)(=O)c1ccc(NC(=S)NC(=O)C2CCCC2)cc1,1%,-9,3%,14,?,-19,8%,-4%,12%
C=CCN(C(=O)CNC(=O)c1ccco1)C(C(=O)NC1CCCCC1)c1ccccc1 (configuration not stated),4%,-4,-8%,-3,-17%,15,15%,6%,0%
Cc1ccc(NC(=O)c2cccs2)cc1S(=O)(=O)N(C)C,8%,-5,1%,6,?,4,11%,nt,23%
O=C1C(c2ccccc2)C(c2ccccc2)NC(c2ccccc2)C1c1ccccc1 (configuration not stated),-19%,-4,-7%,17,-9%,-7,-26%,0%,-5%
COc1ccc(C(C)(O)c2nc(-c3ccc(OC)c(OC)c3)cs2)cc1 (configuration not stated),-5%,-3,?,-21,-19%,15,-6%,nt,-4%
COc1ccccc1NC(=O)Nc1ccccc1Br,12%,2,9%,-14,0%,-4,14%,-6%,-6%
CCCNC(=O)C1(C)CCCN(C(=O)c2ccc3snnc3c2)C1 (configuration not stated),?,0,-5%,18,1%,-3,14%,nt,0%
CC(C)(O)/C=C1/Oc2ccccc2C1N1CCCCC1 (configuration not stated),1%,-5,-9%,13,6%,25,-1%,-7%,11%
O=C(NNC(=O)c1cc(S(=O)(=O)N2CCOCC2)ccc1Cl)c1ccc(F)cc1,-1%,-6,0%,19,22%,34,1%,nt,-1%
Nc1nc(CSc2ccc(Cl)cc2)nc(N2CCCCC2)n1,-14%,0,22%,-59*,?,10,-4%,-1%,-18%
CC(C)C(=O)NC(NC(=O)C(C)C)c1ccc([N+](=O)[O-])cc1,0%,6,1%,14,14%,-2,-3%,19%,9%
COc1ccc(-c2nn(-c3ccccc3)cc2/C=N/Nc2ccc(Cl)c(C(=O)O)c2)cc1OC,-1%,12,19%,0,?,1,2%,4%,8%
COc1cc(OC)c(NS(=O)(=O)c2ccc3c(c2)NC(=O)CCS3)cc1Cl,nt,4,0%,nt,?,nt,nt,nt,18µM*
O=C1c2cccc3cc([N+](=O)[O-])cc(c23)C(=O)N1c1ccccc1O,-4%,9,2%,18,-12%,-10,3%,23%,-10%
Cc1ccc(N2C(=O)c3n[nH]c(C)c3C2c2ccc(C(C)C)cc2)cc1 (configuration not stated),nt,4,-6%,nt,-1%,nt,nt,nt,?
c1ccc2c(c1)sc1nnnn12,8%,1,-14%,12,-5%,2,-3%,3%,6%

# Whole records as entered above. Values in the order: HT1080NT lethal	DRD3 agonist	GLP-1R agonist	IL-1B inflam inh	KB-V1 cytotox	DRD3 antagonist	HT1080 IDH1KD tx	SW480 rerep	KB-3-1 cytotox
# CC(=O)c1cccc(NC(=O)c2ccccc2N(Cc2ccccc2)S(C)(=O)=O)c1 across the screens: 3%	5	19%	-18	-14%	1	7%	-19%	8%
# CC(C)C(=O)NC(NC(=O)C(C)C)c1ccc([N+](=O)[O-])cc1 across the screens: 0%	6	1%	14	14%	-2	-3%	19%	9%
# O=C(NNC(=O)c1cc(S(=O)(=O)N2CCOCC2)ccc1Cl)c1ccc(F)cc1 across the screens: -1%	-6	0%	19	22%	34	1%	nt	-1%
